# Screening results deposited in PubChem by National Center for Advancing Translational Sciences (NCATS).
# aSyn yeast inh – qHTS of alpha-syn Inhibitors; Yeast expressing alpha-synuclein, growth rescue, BacTiter-Glo, 24 h; Potency, µM (top dose mostly 46.1 µM), for inactives: top-dose growth rescue (activation), most hits filed as activators; 0.14% of 370,000 active; note: potency is the fitted concentration of half-maximal effect; % of control where 0% means no effect; nearly all actives have a fitted effect of over 65% in size
#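 Rescue of yeast growth: cells expressing toxic alpha-synuclein, induced in galactose at OD600 0.02, incubated with compound 24 h at 30 C. ATP luminescence quantified growth; inhibitors of toxicity appear as activators.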
# D3 antag – qHTS of D3 Dopamine Receptor Antagonist: qHTS | D(3) dopamine receptor (Homo sapiens), P35462 | D3R cells, DiscoveRx beta-arrestin luminescence, antagonist mode; stronger effect = lower value | max response, negative = inhibition, % | 2.5% of 360,000 active | AID 652054, 2013; in the data active = max response below about -50%; inconclusive = no clear call, values can overlap the other calls; note: % is set by controls: 0 for no effect and ±100 for the full control effect; mostly tested at two doses, the higher about 12 µM
# Target sequence (P35462 whole entry, looked up): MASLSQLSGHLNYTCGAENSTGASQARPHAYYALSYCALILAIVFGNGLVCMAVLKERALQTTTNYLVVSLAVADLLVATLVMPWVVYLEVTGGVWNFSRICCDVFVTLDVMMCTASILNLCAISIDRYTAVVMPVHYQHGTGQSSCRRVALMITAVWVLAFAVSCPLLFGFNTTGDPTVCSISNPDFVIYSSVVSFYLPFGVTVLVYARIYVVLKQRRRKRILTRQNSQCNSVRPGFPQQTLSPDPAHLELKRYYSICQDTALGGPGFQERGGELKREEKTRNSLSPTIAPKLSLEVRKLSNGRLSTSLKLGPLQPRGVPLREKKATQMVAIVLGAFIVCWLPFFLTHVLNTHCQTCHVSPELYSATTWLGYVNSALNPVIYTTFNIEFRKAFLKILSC
#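 Cells expressing the human receptor were seeded at 1500 cells/well, incubated overnight at 37 degrees C in 5% CO2, then exposed to library compounds with dopamine controls for 90 minutes at 37 degrees C before luminescent detection.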
# GLP1R ag – qHTS of GLP-1 Receptor Agonists. Glucagon-like peptide 1 receptor (Homo sapiens), P43220. 0.007% of 380,000 active. HEK293 GLP-1R CRE-luciferase, luminescence, 4-6 h; cells express a hypersensitive GLP-1R form. Potency, µM (series often up to 45.6 µM), without a hit: top-dose activation, hits mostly activators; note: potency is the fitted concentration of half-maximal effect; % of control where 0% means no effect
# TDP43 rescue – qHTS of TDP-43 Inhibitors. TDP-43 expressing yeast growth rescue, BacTiter-Glo, 24 h. Potency, µM (top dose mostly 46.1 µM), for inactives: top-dose growth rescue (activation), hits mostly activators. 1.8% of 410,000 active; note: potency is the fitted concentration of half-maximal effect; % of control where 0% means no effect; nearly all actives have a fitted effect of over 50% in size
#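 Yeast cells expressing TDP-43 under galactose induction are exposed to compounds for 24 hr at 30 deg C. BacTiter-Glo luminescence measures growth, so protective compounds score as activators.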
# PTHR1 agonist – qHTS for PTHR1 Agonists: Primary Screen; HEK293 GP2 PTHR1 cells, GloSensor cAMP luminescence, 1 h; Potency, µM (doses to about 115 µM), for the others: top-dose activation, hits mostly activators; 0.075% of 410,000 active; AID 743266, 2014; note: potency is the fitted concentration of half-maximal effect; nearly all actives have a fitted effect of over 55% in size; some results filed as inactive show a strong effect at the top dose; inactives centre near -15; many of its hits are not listed in these tables
# Target sequence (Q03431 whole entry, looked up): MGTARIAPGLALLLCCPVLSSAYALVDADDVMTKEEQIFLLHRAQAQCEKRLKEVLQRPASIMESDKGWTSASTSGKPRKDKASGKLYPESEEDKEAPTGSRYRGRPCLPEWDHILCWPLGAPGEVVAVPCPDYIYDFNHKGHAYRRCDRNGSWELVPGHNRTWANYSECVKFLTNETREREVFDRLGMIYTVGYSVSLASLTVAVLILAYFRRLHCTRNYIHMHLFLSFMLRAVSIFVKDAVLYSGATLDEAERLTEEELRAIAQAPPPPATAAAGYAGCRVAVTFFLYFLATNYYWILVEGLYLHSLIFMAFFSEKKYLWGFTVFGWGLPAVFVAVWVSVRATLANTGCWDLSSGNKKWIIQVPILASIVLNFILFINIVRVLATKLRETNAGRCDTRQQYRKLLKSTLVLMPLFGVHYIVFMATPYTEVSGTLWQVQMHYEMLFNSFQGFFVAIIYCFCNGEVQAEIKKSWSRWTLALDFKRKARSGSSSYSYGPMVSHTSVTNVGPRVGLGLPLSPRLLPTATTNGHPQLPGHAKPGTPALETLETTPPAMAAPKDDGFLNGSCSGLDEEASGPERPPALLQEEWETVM
#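 HEK-293-derived GP2 cells expressing PTHR1 and a GloSensor cAMP reporter, 3,000/well, plated overnight, given luciferin plus IBMX (each 0.5 mM as added) for 1 h at 37 °C, then compound for 1 h at 37 °C. Luminescence was read after 15 min at room temperature.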
# GLP-1R inv ag – qHTS of GLP-1 Receptor Inverse Agonists (Inhibition Mode); HEK293 GLP-1R CRE-luciferase, luminescence, 24 h; GLP-1R form is constitutively active; 1.6% of 410,000 active; Glucagon-like peptide 1 receptor (Homo sapiens), P43220; Potency, µM (top dose mostly 38.3 µM), for the others: at the top dose activity change, negative = inhibition, hits mostly inhibitors; note: potency is the fitted concentration of half-maximal effect; % is set by controls: 0 for no effect and ±100 for the full control effect; nearly all actives have a fitted effect of over 55% in size
#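 Assay principle: reduced luminescence from a cAMP-responsive reporter in HEK293 cells co-expressing a constitutively active GLP-1R. Conditions: 24 hr compound incubation, 37 deg C, 5% CO2.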
# FUS suppressor – qHTS for Suppressors of FUS Proteinopathy: Primary screen using FUS-linked yeast assay. S. cerevisiae FUS-expressing, growth rescue, OD600, 24 h. 0.24% of 390,000 active. Potency, µM (titrated, usually from 76.6 µM), without a hit: at the highest dose growth rescue (activation), most hits filed as activators;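 note: potency is the fitted concentration of half-maximal effect; plate controls were DMSO vehicle for no effect and reference control for full effect; nearly all actives have a fitted effect of over 55% in size; some results filed as inactive show a strong effect at the top dose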
#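 Galactose (2%) drives FUS expression in yeast precultured in raffinose; seeding density OD 0.005. Test compounds incubated 24hr at 30C and 99% humidity before absorbance at 600 nm was measured.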
# pAkt inh – HTS Assay for Inhibitors of Akt Phophorylation: Primary Screen; Neuro2A IGF-stimulated pAkt S473 HTRF, 20 min; stronger effect = lower value; activity change, % for hits at 50 µM; 0.32% of 360,000 active; in the data active = activity change below about -80%; inconclusive = mostly about -51% to -80%; note: % is set by controls: 0 for no effect and ±100 for the full control effect
#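 Neuro2A cells (4,500/well, DMEM with 0.5% FBS) were treated with compound at a single 50 µM final concentration, stimulated with 6 nM IGF for 20 min at 37 °C, and lysed. Phospho-Akt Ser473 was read by HTRF as 665/615 ratio ×10^4.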
# Abeta yeast res – qHTS for compounds that reverse cellular toxicity of Amyloid beta (A-beta) peptide in yeast: Primary Screen; Potency, µM (titrated, usually from 46.1 µM), without a hit: at the top dose growth rescue, most hits filed as activators; 0.063% of 410,000 active; yeast expressing A-beta42, growth rescue, OD600, 48 h; response scale: 0% DMSO, 100% iron-clioquinol control; note: potency is the fitted concentration of half-maximal effect; nearly all actives have a fitted effect of over 55% in size
#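 Yeast growth medium received pinned compounds, then yeast cells expressing toxic A-beta were added; plates incubated at 30 C for 48 hr. Growth read as absorbance at 600 nm, normalized to DMSO and equimolar FeCl3 plus clioquinol controls.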
# * = called active by the depositor; i = inactive; ? = inconclusive; / = not tested or not shown; & = joins results of further samples; [ ] = dose if it differs, or a comment. Unless noted, calls come from the whole dose curve; as a rule, active = well fitted curve in the direction sought with a large enough effect; inconclusive = small, poorly fitted or top-dose-only effect, or another doubt; inactive = no such curve, though single readings can be large; an effect the other way counts as inactive or inconclusive.
structure,aSyn yeast inh,D3 antag,GLP1R ag,TDP43 rescue,PTHR1 agonist,GLP-1R inv ag,FUS suppressor,pAkt inh,Abeta yeast res
CCCN1C(=O)/C(=C\C=C2\N(CC)c3ccccc3C2(C)C)SC1=S,-6%,-25,-2%,-14%,-1%,?,-24%,i,-5%
COc1ccc(NS(=O)(=O)c2ccc(SC)cc2)cc1,-10%,-20,3%,12%,?,0%,10µM*,i,-12%
O=C(Nc1cc(NC(=O)c2ccccc2Cl)ccc1Cl)c1ccccc1,/,/,/,?,-15%,?,4%,/,6%
CCOc1ccccc1NC(=O)CSc1nc2c(oc3ccccc32)c(=O)n1Cc1ccco1,/,/,/,-3%,-9%,8%,17%,/,-10%
O=C(CO/N=C/c1ccc(OC(F)F)cc1)NC1CCCC1,-1%,-3,12%,-12%[0.397 µM],-11%,-41%,4%,i,-2%
NC(=O)CCN(C(=O)c1cccc(S(=O)(=O)N2CCc3ccccc32)c1)c1ccccc1,0%,-7,3%,11%,-29%,-22%,/,i,10%
CC(C)=CCCC(C)=CCN1C(=O)CN(C)C1=O,1%,26,-1%,?,i,-7%,16%,i,1%
CCCn1nc(NC(C)=O)c2cc3cccc(C)c3nc21,/,0,21%,?,i,?,/,i,/
COC(=O)c1ccc(OCC(=O)c2ccccc2)cc1,-6%,-6,1%,-9%,i,-10%,7%,i,11%
O=C(O)c1ccc(N2C(=O)c3cccc4cccc(c34)C2=O)cc1,1%,22,-1%,0%,i,20%,17%,i,2%
Cc1cccc(CCNC(=O)CCS(=O)(=O)c2cc3c(cc2C)NC(=O)CO3)c1,0%&-10%,-22,-8%&13%,-5%&13%,-24%,9%&1%,-31%&-20%,i,-25%&-13%
CCc1ccc(/C=C2/Sc3ccccc3N(CC(=O)NCC3CCCO3)C2=O)cc1 (configuration not stated),6%,20,3%,20%,-53%[inhibitor],?,?,i,-9%
CS(=O)(=O)N(CC(=O)N1CCc2ccccc2C1)Cc1ccccc1,7%,15,0%,-6%,i,3%,9%,i,11%
COCCN=c1scc(C)n1/N=C/C1CC2C=CC1C2 (configuration not stated),4%,11,4%,-12%,i,3%,16%,i,-12%
NS(=O)(=O)c1cccc(NC(=O)CCN2C(=O)C3CCCCC3C2=O)c1 (configuration not stated),-6%,18,-10%,16%,i,-2%,/,i,-13%
Cc1cc(Nc2ccc(C)c(C)c2)n2nc(C)nc2n1,5%,-2,-5%,16%,i,13%,-16%,i,4%
CC(C)C(OC(=O)CN1C(=O)c2ccccc2C1=O)C(=O)NC1CCCCC1 (configuration not stated),-5%,13,-1%,-12%,-6%,12%,10%,i,-8%
CCCCNC(=O)CCCCCNS(=O)(=O)c1ccc(Br)cc1,0%,-4,3%,22%,-24%,-26%,-24%,i,-25%
Cc1ccc(CNc2nnnn2C)cc1,-1%,24,4%,7%,i,6%,-8%,i,7%
O=C(O)[C@@H]1CCCN1S(=O)(=O)c1cccc2cccnc12,-4%,-27,4%,8%,-9%,4%,-21%,i,-9%
COc1ccc(C(N)=O)cc1NC(=O)CC(O)(C(F)(F)F)C(F)(F)F,-6%,-10,0%,-11%,-23%[57.5 µM],19%,-12%,i,11%
CCC(=O)Oc1oc(-c2ccccc2)nc1C=Nc1ccc(C)cc1,6%,2,6%,-1%,i,14%,14%,i,7%
COCCNC(=O)c1c(C)cc(C)cc1C,1%,-77*,1%,-11%[0.397 µM],i,8%,-9%,i,4%
O=C(CC[C@H]1O[C@@H](n2ccc(=O)[nH]c2=O)[C@H](O)[C@@H]1O)N[C@H](Cc1ccccc1)C(=O)NCc1ccccc1,-2%,9,-2%,14%,i,13%,-22%,i,-7%
Cc1ccc(NC(=S)NCc2ccc(F)cc2)cc1,-1%,-3,19%,25%,i,?,11%,i,-15%
O=C(/C=C/c1ccccc1Cl)NCc1cccs1,-3%,2,11%,7%,-3%,-17%,/,i,-1%
CCN(C(=O)COC(=O)CNC(=O)c1cccs1)c1c(N)n(Cc2ccccc2)c(=O)[nH]c1=O,-7%,-7,2%,5%,-3%,6%,-9%,i,3%
CCOC(=O)C1CCCN(c2c(N3CCC(N4CCCCC4)CC3)c(=O)c2=O)C1 (configuration not stated),3%,-23,2%,-2%,-4%,2%,-12%,i,6%
Cc1ccc(OC(C)C(=O)NCC2(N3CCOCC3)CCCCC2)cc1C (configuration not stated),/,/,/,-24%,-63%[inhibitor],?,-25%,/,-20%
C=CCn1c(SCC(=O)NCC2CCCO2)nnc1-c1ccncc1 (configuration not stated),1%,?,1%,-21%,i,6%,/,i,-13%

# An excerpt of these results, with two lines to a compound.
# Results follow in this order: aSyn yeast inh, D3 antag, GLP1R ag, TDP43 rescue, PTHR1 agonist, GLP-1R inv ag, FUS suppressor, pAkt inh, Abeta yeast res
- O=C(CC[C@H]1O[C@@H](n2ccc(=O)[nH]c2=O)[C@H](O)[C@@H]1O)N[C@H](Cc1ccccc1)C(=O)NCc1ccccc1
    -2%, 9, -2%, 14%, i, 13%, -22%, i, -7%
- Cc1ccc(NC(=S)NCc2ccc(F)cc2)cc1
    -1%, -3, 19%, 25%, i, ?, 11%, i, -15%
- O=C(/C=C/c1ccccc1Cl)NCc1cccs1
    -3%, 2, 11%, 7%, -3%, -17%, /, i, -1%

# Other structures follow.
structure,aSyn yeast inh,D3 antag,GLP1R ag,TDP43 rescue,PTHR1 agonist,GLP-1R inv ag,FUS suppressor,pAkt inh,Abeta yeast res
Cc1nn(C(=O)Cn2ccc([N+](=O)[O-])n2)c(C)c1Cl,-2%,-1,0%,7%,-49%[inhibitor],17%,6%,i,-9%
CCOC(=O)c1c(N)sc2c(OC)c(Br)ccc12,18%,0,16%,0%,i,?,7%,i,-10%
CCc1ccc(-c2nnn(Cc3nn[nH]n3)n2)cc1,1%,2,5%,9%,-6%[57.5 µM],10%,20%,i,16%
CSCCC(NC(=O)c1ccc(Cl)cc1Cl)C(=O)N1CCCCCCC1 (configuration not stated),-3%,-23,0%,19%,-4%,?,18%,i,10%
Cc1cnc(NC(=O)c2ccc(-c3nc4ccccc4s3)o2)s1,-5%,-30,-9%,-2%,-20%[57.5 µM],45%,0%,i,10%
NCCCCC(C(=O)O)N(C(=O)OCc1ccccc1)C(=O)OCc1ccccc1 (configuration not stated),-2%,-55*,-9%,-1%,?,28%,7%,i,-26%
CC(C)CC(=O)NC(NC(=S)Nc1ccccc1)C(Cl)(Cl)Cl (configuration not stated),1%,-26,4%,-22%,-19%,?,13%,i,-20%
COC(=O)c1cc(S(=O)(=O)Nc2ccc(C)c(F)c2)c[nH]1,-3%,-12,-1%,12%,i,-8%,-12%,i,-4%
Cc1ccc(NC(=S)N(CCN(C)C)C(C)c2ccco2)cc1Cl (configuration not stated),-1%,0,1%,4%,-12%,?,-15%,i,-4%
COc1ccc(CCNC(=O)c2ccc3[nH]c(C)c(C)c3c2)cc1OC,/,/,/,-18%,-4%,?,20%,/,-17%
Cc1c(OC(C(=O)O)c2ccccc2)ccc2c(-c3ccccc3)cc(=O)oc12 (configuration not stated),-6%,36,-5%,-22%,-5%,-13%,20%,i,-8%
Cc1c(NC(=O)CCC2CCCCC2)cc(C(=O)N2CCOCC2)cc1[N+](=O)[O-],-4%,-4,0%,-3%,?,-27%,30%,i,-7%
COc1ccc(C(=O)Nc2ccc(Nc3ccccc3)cc2)cc1[N+](=O)[O-],?,-14,-3%,?,-47%[inhibitor],?,-12%,i,-8%
COc1ccc(S(=O)(=O)NCc2cccn2Cc2cc(C)ccc2C)cc1OC,/,/,/,35µM*,-11%,-23%,41%,/,9%
Cc1cc(N(C)C(=O)c2ccc3c(c2)S(=O)(=O)c2cc(Cl)ccc2C3=O)c(C(F)(F)F)o1,8%,13,-2%,5%,i,15%,-12%,i,-12%
Cc1cccc(NC(=O)CSCC(=O)N(C)Cc2c(F)cccc2Cl)c1,8%,2,12%,15%,i,?,8%,i,-2%
CCc1cc2c(=O)n(-c3ccc(Br)cc3)cnc2s1,-3%,-9,-3%,-16%,i,13%,-3%,i,0%
Cc1cccc(NC(=O)CN(C)S(=O)(=O)c2cccc3nsnc23)c1C,-3%,1,8%,15%,i,2%,7%,i,9%
CCOC(=O)c1nn(-c2ccc(F)cc2)c(=O)cc1OCC(=O)Nc1cccc(C)c1,1%,4,4%,-18%,-71%[inhibitor],-9%,-8%,i,-4%
CC(=O)C(Cc1cnc(Cl)s1)(Cc1cnc(Cl)s1)C(C)=O,11%,11,4%,0%,-1%,10%,1%,i,33%
O=C(CSc1nnc(CNC(=O)c2ccc(F)cc2)o1)NCc1ccccc1Cl,1%,-17,0%,20%,i,-12%,/,i,-8%
CCOC(=O)C1=CCN(S(=O)(=O)c2ccccc2Br)C1c1cccc(C)c1 (configuration not stated),-4%,-30,14%,0%,-64%[inhibitor],?,26%,i,-1%
Cc1nnc(SCC(=O)NC2CC2)s1,-5%,-13,-2%,-17%,-15%,36%[activator],-4%,i,-6%
O=C(/C=C/c1cccc([N+](=O)[O-])c1)n1cnc2ccccc21,1%,-104*,2%,9%,-29%,21%,4%,i,-21%
CC(C)Oc1ccc(CCNC(=O)CC2C(=O)NCCN2C)cc1 (configuration not stated),9%,18,9%,-5%,i,1%,0%,i,4%

# Only part of the results is shown; rates above refer to the full screens.
